Bioassay records deposited in PubChem by National Center for Advancing Translational Sciences (NCATS).
AmpC inh det: Promiscuous and Specific Inhibitors of AmpC Beta-Lactamase (assay with detergent). purified AmpC, nitrocefin hydrolysis with detergent. P00811. AID 584, 2007. 0.09% of 71,000 active. Potency, µM (doses to about 28.7 µM), for the others: at the highest dose activity change, negative = inhibition; active = well fitted curve in the direction sought with a large enough effect
Target sequence (P00811 whole entry, looked up): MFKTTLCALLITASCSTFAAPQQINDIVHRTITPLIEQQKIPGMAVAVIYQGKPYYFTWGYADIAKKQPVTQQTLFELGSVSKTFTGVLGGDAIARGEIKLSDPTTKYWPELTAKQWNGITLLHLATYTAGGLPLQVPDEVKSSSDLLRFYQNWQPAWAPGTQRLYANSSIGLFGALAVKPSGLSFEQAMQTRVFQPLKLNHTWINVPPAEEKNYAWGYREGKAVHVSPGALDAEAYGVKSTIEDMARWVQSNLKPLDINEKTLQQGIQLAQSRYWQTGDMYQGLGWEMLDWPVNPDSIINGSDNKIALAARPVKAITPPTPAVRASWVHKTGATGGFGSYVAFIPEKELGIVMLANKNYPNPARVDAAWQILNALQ
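E. coli AmpC (5.3 nM) in 20 mM phosphate pH 7.0 with 0.01% Triton X-100, preincubated 15 min RT with compound; nitrocefin (2 uL of 800 uM stock) hydrolysis followed by 480 nm absorbance every 20 s over 4 min.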
* marks the source's active call; other numbers are inactive results; & = joins results of further samples; [ ] = remark or other dose. % is set by controls: 0 for no effect and ±100 for the full control effect; potency is the fitted concentration of half-maximal effect.

The opening four records, to show the layout:
SMILES	AmpC inh det
O=C(CC1Oc2ccccc2NC1=O)NCCCN1CCN(Cc2ccccc2)CC1 (stereo not drawn)	13.9%
COc1cc(C)nc(OCCNC(=O)COc2ccc(Cl)cc2Cl)n1	-6.8%
O=C(Oc1ccccc1OC(=O)N1CCOCC1)N1CCOCC1	21.9%
O=C(Nc1ccc2c(c1)OCCO2)c1ccc(NC(=O)C2CCCO2)cc1 (stereo not drawn)	-2.7%

The listing, previewed entries included:
SMILES	AmpC inh det
O=C(CC1Oc2ccccc2NC1=O)NCCCN1CCN(Cc2ccccc2)CC1 (stereo not drawn)	13.9%
COc1cc(C)nc(OCCNC(=O)COc2ccc(Cl)cc2Cl)n1	-6.8%
O=C(Oc1ccccc1OC(=O)N1CCOCC1)N1CCOCC1	21.9%
O=C(Nc1ccc2c(c1)OCCO2)c1ccc(NC(=O)C2CCCO2)cc1 (stereo not drawn)	-2.7%
C=CCN(c1ccc(C(=O)N2CCCC2)cc1)S(C)(=O)=O	0.9%
Cc1cn([C@H]2C=C[C@@H](CO)O2)c(=O)[nH]c1=O	11.0%&8.2%
CC(C)C(=O)Nc1cccc(C(=O)Nc2nccs2)c1	-0.3%
O=C(O)c1ccc2c(c1)C(=O)N(c1cc(C(=O)O)ccc1Br)C2=O	-8.9%
NC(N)=N/N=C\c1ccc(C2CCNCC2)cc1	-2.2%[5.75 µM]
CN1CCN(Cc2cc(=O)oc3ccc(Cl)cc23)CC1	-3.2%
CP(=O)(O)C1=CCNCC1	-1.5%
CNc1sc(C(=O)c2cccs2)c(N)c1-c1nc2ccccc2s1	-2.0%
Cc1ccc(S(=O)(=O)Cc2ccc(C(=O)NCCCN3CCCC3=O)o2)cc1	-1.9%
COc1ccccc1NC(=O)COc1ccc(CO)cc1Cl	-6.9%
CCOC(=O)CSC1=C(C#N)C(c2ccc(Cl)cc2)C(C(=O)OC)C(=O)N1 (stereo not drawn)	-2.0%
CN(C(=O)NC(=O)C1=C(N2CCOCC2)/C(=C/c2ccccc2)CC1)S(C)(=O)=O	-1.4%
COC(=O)c1cc2nc(-c3ccc(OC)cc3)cc(C(F)(F)F)n2n1	8.6%
CSc1nnnc2ccccc12	-3.2%[5.75 µM]
O=C(C1CCCCC1)N1CCC(c2nc3ccccc3[nH]2)CC1	-0.5%
CC(C)c1ccc(NS(=O)(=O)c2cn(C)c(=O)n(C)c2=O)cc1	9.5%
Cc1cnc(CNc2ccnc(-c3ccoc3)n2)cn1	9.8%
Cc1nn(C)cc1CNC(=O)C1C2CCC(O2)C1C(=O)O (stereo not drawn)	10.6%
O=C(NCc1ccccc1)N1CCn2c(nc3ccccc32)C1	14.2%
NCCC[C@@H](CC(=O)N[C@@H]1CCNC[C@H]1C(=O)N[C@H](CC(=O)N[C@@H](CCC(=O)O)CC(=O)O)Cc1ccccc1)NC(=O)C[C@H](Cc1ccccc1)NC(=O)[C@@H]1CCCC[C@H]1N	-5.4%
CCOC(=O)N1CCN(C(=O)c2ccc3nc(C)sc3c2)CC1	-1.6%
COc1ccc(C2C(C(=O)N3CCOCC3)CCC(=O)N2c2ccc(OC)cc2)cc1 (stereo not drawn)	16.3%
CCSc1nc2c([nH]c3ccccc32)c(=O)n1C	7.6%
O=C(CN1c2cccc3cccc(c23)S1(=O)=O)N1CCOCC1	0.7%
O=C(c1cccs1)N1CCn2c1nc1ccccc12	0.5%
Cc1ccc(-n2c(C)nc3oc4ccccc4c(=O)c3c2=O)cc1	-6.3%
COc1ccc(CN2C(=O)[C@@H]3C(c4ccc(F)cc4)=NO[C@@H]3C2=O)cc1	-2.5%
COc1cc(OC)c(-c2nc3cnccc3n2C)cc1OC	-3.6%
Cc1cc(-c2nn3c(-c4ccccc4)nnc3s2)c2ccccc2n1	-3.7%
NC(N)=NC(=O)c1nc(Cl)c(N2CCCCCC2)nc1N	-5.0%
Cc1[nH]c(=O)[nH]c(=O)c1S(=O)(=O)N1CCN(c2cccc(Cl)c2)CC1	-1.7%
CC(=O)c1ccccc1OCCCN1CCCCC1	-0.6%
CCN(CC)C(=O)C(C)OC(=O)COc1ccc(Cl)cc1C (stereo not drawn)	1.0%
CCOC(=O)c1ccc(N2C(=O)C3C(C2=O)C(C(=O)c2ccc(Cl)cc2)N2CCCC32)cc1 (stereo not drawn)	-3.2%
CCOc1ccc(C(=O)Nc2ccc(S(=O)(=O)N3CCOCC3)cc2)cc1OCC	8.4%
CN(C)/C=N/c1sc2c(c1C#N)CCC2	0.3%
CCC(=O)N[C@@H]1Cc2ccccc2[C@@H](c2ccccc2)C1	-10.5%
O=c1c2c(n3nnnc3n1Cc1ccccc1)-c1ccccc1CC21CCCC1	6.6%
CCN1c2nc3ccccn3c(=O)c2CC2(C(=O)N(C)C(=O)N(C)C2=O)C1C (stereo not drawn)	-6.1%
COC(=O)C(C)Sc1nnc(Cc2cc(=O)[nH]c(=O)[nH]2)n1-c1cccc(OC)c1 (stereo not drawn)	13.0%
COC(=O)N1CCC2(CC1)CN(c1ccccc1)C2	1.6%
CN(C)Cc1c(O)ccc2occ(C(=O)c3ccccc3)c12	-3.0%
COc1cc([C@H]2[C@@H]3CCCC[C@]3(O)CCN2Cc2ccccc2F)ccc1O	-0.5%
CS(=O)(=O)N1Cc2ccccc2CC1C(=O)Nc1ccccc1C(N)=O (stereo not drawn)	16.4%
COc1ccc(C(=O)NC2=C(C#N)CCC2)cc1OC	-0.3%
O=C(c1ccco1)N(CC1CCCO1)c1nc(-c2ccccc2)cs1 (stereo not drawn)	-1.4%
CC(C)C[C@@H](CC(=O)N[C@@H](CCC(=O)O)CC(=O)O)NC(=O)[C@@H]1CCCC[C@H]1NC(=O)C[C@H](CCCN)NC(=O)C[C@H](Cc1ccccc1)NC(=O)[C@@H]1CNCC[C@H]1N	14.4%
Cn1cnc(S(=O)(=O)N2CCc3ccccc32)c1	-2.1%
Cc1cc(C)cc(Nc2ncc3c(n2)CCCC3=O)c1	-3.9%
COc1cc(NS(=O)(=O)c2ccc(N)cc2)nc(OC)n1	-4.9%[12.8 µM]
Cc1nc2sc3c(c2c(=O)o1)CCCC3	-6.5%
Cc1ccc(SCCNS(C)(=O)=O)cc1	-3.1%
NS(=O)(=O)c1cc(C(=O)O)cc(N2CCCC2)c1Oc1ccccc1	-0.2%[12.8 µM]
O=C1C2CCCN2C(c2cccc(F)c2)N1c1cccc(Cl)c1 (stereo not drawn)	4.4%
CC1CCCN(S(=O)(=O)c2ccc3c(c2)CCN3C(=O)C2CCC2)C1 (stereo not drawn)	-6.7%
COc1cccc2sc(Nc3nc(C)c(C(C)=O)s3)nc12	-2.4%

New compounds follow.
SMILES	AmpC inh det
CC(=O)C1=C(O)C(=O)N(CCN(C)C)C1c1ccc(Cl)cc1 (stereo not drawn)	-6.6%
Cc1nc2ccccc2c2oc(C(=O)Nc3ccc4c(c3)OCCO4)cc12	0.6%
Cc1ccc(NS(=O)(=O)c2cc(C(=O)N3CCOCC3)ccc2C)cc1	-5.2%
COC(=O)NCC(c1cccnc1)N1CCN(c2ccccc2)CC1 (stereo not drawn)	10.6%
CCOc1ccccc1NC(=O)N1CCCC1C(=O)Nc1ccc(-n2cnnn2)c(C)c1 (stereo not drawn)	-0.7%
Cc1cc(C)n(S(=O)(=O)c2ccc(C)c(C)c2C)n1	-3.7%
CC(C)C(=O)N1CCN(C2=NS(=O)(=O)c3ccccc32)CC1	1.0%
CCOC(=O)N1CCC(NC(=O)C(NC(=O)C2CCCCC2)C(C)C)CC1 (stereo not drawn)	-3.9%
CCCCc1nc2ccccc2c(NC(=O)CN2CCN(C)CC2)c1CCC	-6.2%
CC(C)NC(=O)c1ccccc1-c1nc(-c2ccccc2Cl)no1	0.3%
CCOC(=O)c1ccc(NC(=O)CSc2nc3c(c(=O)n2C)SC(C)C3)cc1 (stereo not drawn)	8.4%
Cc1cc(C)c2nc3c(c([C@H](O)[C@@H]4CCCCN4)c2c1)CC/C3=C/c1ccc(Cl)cc1	-5.9%[5.75 µM]
COc1ccc(OC)c2sc(N3CCCCC3)nc12	0.4%
O=C(O)c1cscn1	1.5%
CC(=O)N(CN1C(=O)c2ccccc2C1=O)c1ccccc1	5.9%
N#CCCn1nc(-c2ccccc2)cc1-n1c(C(F)(F)F)nc2ccccc21	-4.2%
O=C(CNS(=O)(=O)c1ccc(Br)s1)NCC1COc2ccccc2O1 (stereo not drawn)	9.7%
COc1cccc(C2=NOC(C(=O)NC(C)C)C2)c1 (stereo not drawn)	-3.1%
FC(F)(F)c1nc2nncn2c2c1CCCCC2	0.8%
CC(C)=C1C2CCC1C(C(=O)NCc1ccccc1)C2C(=O)O (stereo not drawn)	5.2%
COCCn1c(-c2ccc(Cl)cc2)cnc1SCC(=O)NCc1cccs1	-6.0%
COc1ccc(-c2nc(C#N)c(NCCCN3CCOCC3)o2)cc1	13.3%
c1ccc(-c2nc(-n3ccnc3)nc(-n3ccnc3)n2)cc1	-1.1%
CCOc1ccc(Nc2nc(Cc3nnc(SCC(=O)NCC4CCCO4)n3C)cs2)cc1 (stereo not drawn)	8.2%
COc1cccc(-c2nn(C)c3sc(C(=O)N4CCN(c5ccccn5)CC4)cc23)c1	-2.9%
CCCC(=O)Nc1nc2ccc3nc(C)sc3c2s1	-3.1%
COc1ccc(OC)c(NC(=O)CNC(=O)Cn2cnc3ccccc3c2=O)c1	0.8%
COc1cccc(-c2nc(NC3CC3)c3ccccc3n2)c1	0.3%
C=CCNC(=O)CCCC(=O)NCC=C	2.4%
C1=CC2c3ccccc3NC(c3ccncc3)C2C1 (stereo not drawn)	7.0%
CCOc1ccc(NC(=O)CN2CCC(NC(=O)C3CCCCC3)CC2)cc1	-0.7%
Cc1ccc(OC(=O)CCC(=O)Nc2ccc(S(=O)(=O)Nc3cc(C)on3)cc2)cc1	-2.9%
CCN(CC)CCCC(C)n1c(-c2ccccc2)nc2c(N3CCOCC3)nc(C)nc21 (stereo not drawn)	9.6%
O=C(CN1C(=O)CCC1=O)Nc1ccc2c3c(cccc13)CC2	-2.8%
COC(=O)N1CCC[C@@]2(CCN(c3ncccn3)C2)C1	1.2%
O=C(O)[C@@H]1Cc2c([nH]c3ccccc23)[C@@H](CCCCO)N1	-2.6%[5.75 µM]
CCCCn1c(NC(=O)c2ccccc2)nc2ccccc21	3.4%
O=C1CSC(=S)N1Cc1cccnc1	-2.6%
Cc1ccc(-n2nnnc2SCC(=O)N2CCN(C(=O)c3ccco3)CC2)c(C)c1	-1.4%
Cc1[nH]c2ccccc2c1NC(=O)CN1CCN(c2cccc(C(F)(F)F)c2)CC1	9.0%
CSc1ccccc1NC(=O)CN(c1ccccc1)S(=O)(=O)N(C)C	-5.8%
C[C@H](O)C(=O)C1=Nc2c(nc(N)[nH]c2=O)NC1	-2.3%
COc1cc2nc(SCC(=O)NCc3ccco3)n(Cc3ccc(Cl)cc3)c(=O)c2cc1OC	-3.3%
O=C(c1ccco1)N1CCN(C(=O)c2sccc2-c2ccccc2)CC1	0.2%
O=C(O)c1ccccc1NS(=O)(=O)c1ccc2c3c(cccc13)C(=O)N2	-8.6%
C1CCC(n2nnnc2CN2CCN(C3CCCC3)CC2)CC1	2.9%
O=C(O)c1cc2nc(C3CC3)cc(C(F)(F)F)n2n1	10.4%
CCc1ccccc1NC(=O)C1CCCN(S(=O)(=O)c2c(C)noc2C)C1 (stereo not drawn)	-2.5%

4 of the compounds above, field by field:
COc1ccccc1NC(=O)COc1ccc(CO)cc1Cl
  AmpC inh det: -6.9%
Cc1nc2ccccc2c2oc(C(=O)Nc3ccc4c(c3)OCCO4)cc12
  AmpC inh det: 0.6%
COCCn1c(-c2ccc(Cl)cc2)cnc1SCC(=O)NCc1cccs1
  AmpC inh det: -6.0%
C=CCNC(=O)CCCC(=O)NCC=C
  AmpC inh det: 2.4%

Later entries.
SMILES	AmpC inh det
COc1ccc(CNc2nc(-c3cccnc3)nc3ccccc23)c(OC)c1	7.2%
CC(C)OCCCNC(=O)C1CCC(=O)N1C(C)C (stereo not drawn)	-0.9%
COC(=O)c1cccc(N2C(=O)c3ccccc3S2(=O)=O)c1	2.3%
Cc1ccc2c(C(=O)CN3CCN(C4CCCCC4)CC3)c(C)[nH]c2c1	-1.1%
COC(=O)C(CC(C)C)NC(=O)c1cc(OC)c(OC)c(OC)c1 (stereo not drawn)	6.0%
CC1CCN(C(=O)COC(=O)c2n[nH]c3ccccc23)CC1	13.6%
O=C(CSc1nnc(-c2cc3ccccc3cc2O)n1Cc1ccco1)c1ccc(F)cc1	22.0%
O=C(COc1ncnc2ccccc12)NC(=O)NCc1ccccc1	-2.9%
COc1cccc(NC(=O)C2CCCN(S(=O)(=O)c3ccc(-n4cnnn4)cc3)C2)c1 (stereo not drawn)	-0.3%
CN(CCC#N)c1ncnc2scc(-c3ccccc3)c12	16.5%
Cc1cccc2nc(CNc3ccc(F)cc3)cn12	-3.3%
CC1(C)NC(=O)N(CC(O)COC2CCCCC2)C1=O (stereo not drawn)	-4.6%
Cc1sc2ncn(CC(=O)N(CC(=O)NC3CCCC3)Cc3cccs3)c(=O)c2c1C	-0.3%
COC(=O)COc1ccc(S(=O)(=O)Nc2ccc3c(c2)OCCO3)cc1Cl	-2.0%
Oc1cccc(O)c1O	3.2%
CCc1ccccc1NC1c2ccccc2C(=O)N1c1cccnc1 (stereo not drawn)	-2.9%
COc1ccc(C2CC(=O)C3=C(C2)NC(C)=C(C#N)C3c2ccc(N(C)C)cc2)cc1 (stereo not drawn)	9.9%
O=C(CCS(=O)(=O)c1cc(Br)cc2c1N(C(=O)C1CC1)CC2)NCc1ccco1	8.7%
CCCCn1c(O)c(C=NCCCN(CC)CC)c(=O)[nH]c1=O	-7.5%
c1cncc(-c2nnc(-c3cccnc3)nn2)c1	1.3%
CC(C)c1cc(C(=O)Nc2cc(Cl)ccc2O)no1	1.5%

A portion of the library; rates above refer to the full screens.
